Source: PubChem (several laboratories)
Cardiac RTF inh = cardiac RTF calcium desensitization; P19429+P45379; IANBD-labeled cardiac RTF, Ca2+ fluorescence; inhibition, % at 7.15 µM; 340,000 compounds, 0.12% hits; AID 493244;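 active = inhibition above the mean inhibition of all tested compounds plus 3 SD, cut at about 17% in these data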;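 also: assay run at fixed EC70 calcium of 1.6 mM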
MOR-DOR ag = OPRM1-OPRD1 heterodimerization agonism | cells, luminescence | 340,000 compounds, 0.3% hits | activation, % at 9.3 µM; in the data active = activation above about 18%;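 also: 0% = vehicle-treated cells and 100% = reference agonist; values of inactives mirror those of a sister screen read the other way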
Target sequence (P35372 whole entry, looked up): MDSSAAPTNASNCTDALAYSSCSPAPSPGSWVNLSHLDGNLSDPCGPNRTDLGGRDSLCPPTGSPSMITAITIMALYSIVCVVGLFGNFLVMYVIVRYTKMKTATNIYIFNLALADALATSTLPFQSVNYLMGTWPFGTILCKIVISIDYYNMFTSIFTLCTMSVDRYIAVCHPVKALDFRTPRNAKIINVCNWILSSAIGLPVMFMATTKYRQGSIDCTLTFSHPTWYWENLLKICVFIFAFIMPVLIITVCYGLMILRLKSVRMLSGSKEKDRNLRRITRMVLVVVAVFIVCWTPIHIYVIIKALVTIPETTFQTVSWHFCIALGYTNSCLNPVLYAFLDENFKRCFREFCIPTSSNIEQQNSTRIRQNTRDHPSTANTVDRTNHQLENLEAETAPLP
Target sequence (P41143 whole entry, looked up): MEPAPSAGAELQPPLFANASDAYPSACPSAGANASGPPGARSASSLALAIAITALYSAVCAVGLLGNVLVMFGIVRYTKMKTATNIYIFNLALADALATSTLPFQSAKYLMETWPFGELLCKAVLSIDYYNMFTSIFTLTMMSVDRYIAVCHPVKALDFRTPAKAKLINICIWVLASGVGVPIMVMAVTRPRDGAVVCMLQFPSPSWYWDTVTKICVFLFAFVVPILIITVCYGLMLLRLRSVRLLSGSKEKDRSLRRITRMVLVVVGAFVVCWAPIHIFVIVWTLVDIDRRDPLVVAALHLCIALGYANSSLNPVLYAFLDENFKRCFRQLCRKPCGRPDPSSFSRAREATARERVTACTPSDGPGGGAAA
HTR5A ag = HTR5A agonism, opioid heterodimer counter-screen | activation, % at 9.3 µM | 340,000 compounds, 0.61% hits | HTR5A agonist assay, luminescence, cell-based; in the data active = activation mostly above about 9.5%, no sharp cut-off; inactive = mostly below about 7.6%;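 also: 0% = cells with vehicle only and 100% = reference agonist; strong numbers were not always called active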
Keap1-Nrf2 PPI = Keap1-Nrf2 (human) interaction inhibition; inhibition, % at 9.4 µM; Q14145; Keap1 Kelch-Nrf2 peptide fluorescence polarization, 1536-well; AID 504523; 340,000 compounds, 0.15% hits; in the data active = inhibition above about 12%;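 also: human Keap1 Kelch domain with fluorescein labeled Nrf2 9mer peptide probe; 0% = neutral control wells and 100% = peptide positive control; higher means more block of Keap1 binding to Nrf2 peptide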
LANA DNA inh = KSHV C-LANA DNA binding inhibition; MBP-C-LANA/FAM-LBS DNA binding, fluorescence polarization; inhibition, % at 9 µM; 340,000 compounds, 0.078% hits; AID 504423;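 active = highest replicate inhibition at or above 60% at 9 µM, even if other replicates fall short; inactive = all replicates below 60% inhibition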;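 also: 0% = neutral control wells and 100% = 4 µM acridine orange control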
CAL PDZ FP = CAL PDZ (human) peptide binding inhibition | Q9HD26 | AID 602252 | 300,000 compounds, 0.92% hits | inhibition, % at 24.9 µM | purified CAL PDZ, TMR-peptide fluorescence polarization, 1 h;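 active = mean inhibition of at least 30% with at least half of replicates also reaching 30%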;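 also: 0% = DMSO neutral control and 100% = excess unlabeled competitor peptide PRC23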
OPRM1-OPRD1 inv = mu-delta opioid heterodimer inverse agonism | P35372+P41143 | cell-based MOR-DOR heterodimer luminescence | inhibition, % at 9.3 µM | 340,000 compounds, 0.21% hits | AID 504357; in the data active = inhibition above about 22%, passing the limit was not always enough;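 also: 0% = cells with DMSO and 100% = wells without cells with DMSO; values of inactives mirror those of a sister screen read the other way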
V-ATPase pH = alters yeast V-ATPase proton transport | S. cerevisiae, pHLuorin cytosolic pH fluorescence | response, % at 10 µM | 350,000 compounds, 0.37% hits; in the data active = response mostly above about 7.3%, no sharp cut-off; inactive = mostly below about 5.4%; also: actives read high; inactives centre near 0; some compounds called inactive have numbers as strong as hits; reference of the scale not given here
cardiac RTF act = increases calcium sensitivity of human cardiac regulated thin filaments; IANBD-labeled TnC RTF fluorescence at EC20 calcium; 0% EC20 calcium, 100% full calcium; activation, % at 7.2 µM; 340,000 compounds, 0.24% hits; AID 493008;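 active = activation above the mean over all tested compounds plus 3 SD, cut at about 30% in these data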;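 also: rise in fluorescence read as greater calcium sensitivity of cardiac thin filaments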
HTR5A inv ctr = HTR5A inverse agonism, opioid heterodimer counter-screen; inhibition, % at 9.3 µM; P47898; AID 504634; HTR5A cell line, luminescence; 340,000 compounds, 0.083% hits; in the data active = inhibition mostly above about 23%, no sharp cut-off; inactive = mostly below about 18%;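 also: 0% = cells with DMSO and 100% = no-cell wells with DMSO; some compounds called inactive have numbers as strong as hits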
An asterisk follows results filed as active; . = not tested or not shown.

SMILES	Cardiac RTF inh	MOR-DOR ag	HTR5A ag	Keap1-Nrf2 PPI	LANA DNA inh	CAL PDZ FP	OPRM1-OPRD1 inv	V-ATPase pH	cardiac RTF act	HTR5A inv ctr
CC(=O)c1c(C)[nH]c(C(=O)OCc2nnc(-c3ccc([N+](=O)[O-])cc3)o2)c1C	-3	0.1	-2	-2	-1.3	.	0	-5	1	-18
COc1ccccc1NC(=O)CN(Cc1ccco1)C(=O)c1ccc(-n2nc(C)cc2C)cc1	-4	-2.5	4	-1	-2.1	1	13	2	1	-8
C[C@]12C=CC(=O)C=C1CC[C@@H]1[C@@H]2[C@@H](O)C[C@@]2(C)[C@H]1CC[C@]2(O)C(=O)COC(=O)CCC(=O)O	-3	-1.1	5	1	0.1	-3	6	1	2	-16
COCc1ccc(C(=O)N(C)CC2CCCN(CCc3ccc(Cl)cc3)C2)o1 (stereo not drawn)	-5	0.0	-4	1	1.8	-3	0	-3	-3	-1
CCOc1ccc(OCCC(=O)N(CC(=O)Nc2ccccc2C(F)(F)F)Cc2ccco2)cc1	-4	-0.6	-1	1	-1.4	.	4	2	-15	3
Cc1noc(C)c1S(=O)(=O)Nc1ccc(O)c2c(=O)cc(-c3ccccc3Cl)oc12	2	-1.1	-5	2	-0.5	-4	7	-4	-5	16
OCCC1CN(Cc2cnc(-c3ccc(Cl)cc3)nc2)CCN1C1CCCC1 (stereo not drawn)	-14	1.3	-2	-3	2.1	-2	-6	16	1	11
CSc1nsc(SCc2ccc(F)cc2)n1	4	1.8	7	-4	0.2	.	-8	1	-3	0
Cc1cccc(/C=C2/SC(=O)N(Cc3ccccc3Cl)C2=O)n1	-1	3.4	-1	-3	0.4	-5	-21	-2	3	4
O=C1Nc2cc(Cl)c(Cl)cc2N(O)N1c1ccccc1	3	-1.3	-6	-4	0.9	-1	7	3	-4	4
Cc1cccc(C)c1NC(=O)CN(C)C(=O)C1CCN(c2ncnc3sc(C)c(C)c23)CC1	-16	-4.1	0	-4	-1.0	-3	20	6	-6	17
O=C1CC(C(=O)O)S/C(=N\N=C\c2ccc(Br)cc2)N1 (stereo not drawn)	-3	-0.7	2	5	0.4	-4	4	0	4	-6
O=C(O)c1cc2c(cc1NC(=O)C1CCCC1)OCCO2	-5	-2.5	8	-1	-0.8	-2	10	-4	1	-21
Cc1ccc(-n2nc3c(c2NC(=O)c2ccco2)CS(=O)(=O)C3)c(C)c1	0	-3.9	0	1	-1.6	8	20	-5	-1	-9
CCCC(c1nnnn1CC1CCCO1)N1CCN(c2cc(Cl)ccc2C)CC1 (stereo not drawn)	-2	0.9	-1	1	0.7	-1	-4	2	-2	2

Reformatted comma-delimited: part of the list above
Molecule,Cardiac RTF inh,MOR-DOR ag,HTR5A ag,Keap1-Nrf2 PPI,LANA DNA inh,CAL PDZ FP,OPRM1-OPRD1 inv,V-ATPase pH,cardiac RTF act,HTR5A inv ctr
CC(=O)c1c(C)[nH]c(C(=O)OCc2nnc(-c3ccc([N+](=O)[O-])cc3)o2)c1C,-3,0.1,-2,-2,-1.3,.,0,-5,1,-18
COc1ccccc1NC(=O)CN(Cc1ccco1)C(=O)c1ccc(-n2nc(C)cc2C)cc1,-4,-2.5,4,-1,-2.1,1,13,2,1,-8
C[C@]12C=CC(=O)C=C1CC[C@@H]1[C@@H]2[C@@H](O)C[C@@]2(C)[C@H]1CC[C@]2(O)C(=O)COC(=O)CCC(=O)O,-3,-1.1,5,1,0.1,-3,6,1,2,-16
COCc1ccc(C(=O)N(C)CC2CCCN(CCc3ccc(Cl)cc3)C2)o1 (stereo not drawn),-5,0.0,-4,1,1.8,-3,0,-3,-3,-1
CCOc1ccc(OCCC(=O)N(CC(=O)Nc2ccccc2C(F)(F)F)Cc2ccco2)cc1,-4,-0.6,-1,1,-1.4,.,4,2,-15,3
Cc1noc(C)c1S(=O)(=O)Nc1ccc(O)c2c(=O)cc(-c3ccccc3Cl)oc12,2,-1.1,-5,2,-0.5,-4,7,-4,-5,16
OCCC1CN(Cc2cnc(-c3ccc(Cl)cc3)nc2)CCN1C1CCCC1 (stereo not drawn),-14,1.3,-2,-3,2.1,-2,-6,16,1,11
CSc1nsc(SCc2ccc(F)cc2)n1,4,1.8,7,-4,0.2,.,-8,1,-3,0
Cc1cccc(/C=C2/SC(=O)N(Cc3ccccc3Cl)C2=O)n1,-1,3.4,-1,-3,0.4,-5,-21,-2,3,4
O=C1Nc2cc(Cl)c(Cl)cc2N(O)N1c1ccccc1,3,-1.3,-6,-4,0.9,-1,7,3,-4,4

(list continues)
SMILES	Cardiac RTF inh	MOR-DOR ag	HTR5A ag	Keap1-Nrf2 PPI	LANA DNA inh	CAL PDZ FP	OPRM1-OPRD1 inv	V-ATPase pH	cardiac RTF act	HTR5A inv ctr
CCOC(=O)c1c(NC(=O)c2nn(C)cc2[N+](=O)[O-])sc(C)c1C	-5	1.9	3	-4	3.5	-2	-9	5	7	-8
CCOC(=O)N1CCc2c(sc3nc4n(c(=O)c23)N=C(c2ccc(OC)cc2)CS4)C1	-9	26*	-1	-4	0.2	.	-132	-3	-1	23
CCc1ccc(NC(=O)C(=O)NNC(=O)c2cccc(OC)c2)cc1	-1	-0.6	-4	1	0.4	-1	3	-2	3	9
CSc1nsc(SCC(=O)Nc2ccccc2C(=O)O)n1	-20	-2.4	10	1	-1.1	-3	13	0	-9	-27
O=C(COC(=O)Cc1ccccc1F)Nc1cc(S(=O)(=O)N2CCOCC2)ccc1N1CCCC1	5	1.7	4	8	-2.2	1	-9	-1	11	-13
NC(=O)C1CC(=O)N(c2ccc(OCC(=O)Nc3ccc(F)cc3)cc2)C1 (stereo not drawn)	-7	-1.6	9	-1	0.0	1	7	3	4	-23
C=CCOC(=O)C1=C(C)N=C2SCCC(=O)N2C1/C=C/c1ccccc1 (stereo not drawn)	-13	.	.	-5	-1.3	-2	.	-2	3	.
CCn1cc(C(=O)NCCCN2CCC(C)CC2)c(=O)c2cc(S(=O)(=O)N3CCOCC3)ccc21	-3	-3.1	-4	0	-0.6	-8	16	-1	-1	5
CCCc1ccc(-c2ccc(-c3noc(-c4ccncc4)n3)cc2)nc1	-3	-0.3	2	4	1.5	0	2	2	-1	-7
Cc1ccc2c(c1)Sc1ccccc1CC2=O	0	7.3	2	2	-1.1	-3	-30	4	0	-6
Cc1ccc(S(=O)(=O)NCC(=O)NCC(=O)OCc2c(F)cccc2Cl)cc1	2	-2.0	8	-1	-1.4	-2	10	1	-2	-4
COCc1cc(C)n(CC(=O)Nc2cccc(C)c2)c(=O)c1C#N	-9	-2.1	-4	1	1.5	13	11	8	3	11
COC(=O)C1=C(C)OC(N)=C(C#N)C1c1ccc(OC)c(CSc2ccccn2)c1 (stereo not drawn)	-6	-2.6	-1	-8	-0.5	-3	15	0	5	-3
COC(=O)c1cc2sc(Cl)cc2n1CC(=O)NCCC(C)C	-2	-1.7	-2	0	-0.4	.	10	2	4	5
COc1cc(NS(=O)(=O)c2ccc(NC(=O)COc3cccc(C)c3)cc2)nc(OC)n1	-15	-0.1	7	1	-0.6	.	1	-1	-8	-21
CC(C)(CO)NS(=O)(=O)c1ccc2c(c1)oc(=O)c1cc(S(=O)(=O)NC(C)(C)CO)ccc12	-7	-1.6	-1	-3	-0.6	-4	7	.	0	3
O=C(CN1C(=O)COc2ccccc21)c1cccc(Cl)c1	1	-0.7	-3	-2	0.0	-2	4	-1	-5	-4
CC1(C)CC(=O)C(CC(=O)Nc2cc(C(F)(F)F)ccc2Cl)C(=O)C1	-6	-2.3	1	6	-0.2	5	10	1	5	-3
CCOc1ccc(CN(C(=O)c2cc3ccccc3oc2=O)C2CC2)cc1	4	-1.9	-1	5	1.6	-3	10	-1	12	14
CC(/C=C/c1ccc2c(c1)OCO2)=N/NC(=O)CNc1ccc(C)cc1	-6	7.4	-2	-3	-0.2	0	-44	1	-21	8
CCCCN(C)CCCNC(=O)c1cc(-c2cccs2)nc2ccccc12	-6	-3.1	-1	1	-9.0	-5	15	-3	-7	3
CCN(C(=O)CCc1nc(-c2ccccc2F)no1)c1cc(OC)ccc1OC	1	-2.2	1	4	-0.7	-3	10	4	-4	-5
CC(C)n1c(CNC(=O)c2ccccc2F)nnc1SCC(=O)c1ccc(F)cc1	-1	-2.3	1	-2	-0.1	.	12	-1	0	-5
Cc1cc(=O)[nH]c(SCC(=O)Nc2nc(-c3ccccc3)c(-c3ccccc3)o2)n1	-13	2.3	0	-4	3.2	-6	-17	2	-4	0
COC(=O)CCCC1=CC2=CC(=O)C(C)(OC(=O)c3cccs3)C(=O)C2=CN1c1ccc(OC)cc1 (stereo not drawn)	-3	1.2	1	2	-0.2	-1	-7	0	-1	-6
CC(OC(=O)Cc1ccccc1F)C(=O)Nc1ccc(Cl)cn1 (stereo not drawn)	-18	-2.9	2	.	.	-3	15	4	2	-6
CC(=O)c1c(C)[nH]c(C(=O)COC(=O)CCSc2ccccc2)c1C	-1	-1.2	0	-6	-1.4	-5	6	-1	-3	-1
COc1ccc(/C=N/NC(=O)CCC(=O)Nc2ccc(Br)cc2)c(OC)c1	-8	-1.4	1	0	-1.3	2	7	-1	-5	-2
CC(=O)Nc1ccc(S(=O)(=O)NCCNC(=O)c2ccccc2F)cc1	-10	-2.4	0	2	1.6	2	12	-3	5	-6
COc1cc(O)c(C(CCN2CCCCC2)c2ccc(N(C)C)cc2)c(OC)c1 (stereo not drawn)	-2	0.5	26*	-4	-3.1	2	-3	1	6	-76
CCCN1CCN(CCCNC(=O)c2cc3c(s2)-c2ccccc2OC3)CC1	-6	1.3	2	-1	1.5	-7	-6	-1	-4	-8
CCOC(=O)C1C(=O)C(=O)N(C2CCCCC2)C1C(=O)OCC (stereo not drawn)	-2	-1.4	4	-5	2.2	.	7	1	2	-13
COc1ccc(-c2[nH]ncc2CN2CCN(C3CCCCC3)C(=O)C2)cc1F	-7	0.5	-2	-1	0.8	-4	-2	-3	-3	5
CO/N=C/C(C#N)=C/c1ccc(OC)c(OC)c1	-9	-1.3	0	-5	-0.7	2	6	2	8	0
CC(C)CCN1C(=O)CC(NNC(=O)c2ccc(S(=O)(=O)N3CCCC3)cc2)C1=O (stereo not drawn)	-2	-2.5	3	-3	-3.0	-4	13	3	-4	-4
CC(C)N1C(=S)SC(C)(C)C1NO (stereo not drawn)	-3	-0.5	-5	1	-1.2	2	2	1	-3	12
Cc1sc2nc(C)n(/N=C/c3ccccc3O)c(=O)c2c1C	1	-0.1	-1	-1	-1.2	-1	1	3	-2	-3
CN(C)c1ccc(N2C(=O)CC(Nc3ccc(N4CCOCC4)cc3)C2=O)cc1 (stereo not drawn)	-7	0.6	-2	-5	0.2	-2	-3	4	-5	-6
CCC(C)(C)n1nnnc1C(c1cc2cc(C)cc(C)c2[nH]c1=O)N1CCN(C(=O)c2ccco2)CC1 (stereo not drawn)	-11	-2.3	1	-7	-0.7	-3	13	-4	-2	-25
